Source: PubChem BioAssay
MLL CXXC-DNA inh: qHTS Fluorescence Polarization Assay for Inhibitors of MLL CXXC domain - DNA interaction; Histone-lysine N-methyltransferase 2A (Homo sapiens), Q03164; MLL-CXXC / FITC-HOXA9 DNA fluorescence polarization; Potency, µM (top dose mostly 115 µM), for inactives: top-dose activity change, negative = inhibition, actives largely listed as inhibitors; actives 0.037% (n = 290,000); active means well fitted inhibition curve with a large enough effect in the polarisation, with a control signal flat, not every such curve was filed as active; inconclusive means small, poorly fitted or top-dose-only effect, or effect the other way, or a change in a side signal; inactive means no such curve, though single readings can be large or run the other way; the % refers to the polarisation
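Purified MLL-CXXC (added from a 7 uM solution) was preincubated 5 min at ambient with pinned compounds in 50 mM Tris-HCl pH 7.5, 50 mM NaCl, 1 mM DTT, 0.05% BSA. Fluorescein-labeled HOX-A9 DNA (50 nM solution) followed, 30 min, then polarization read.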
p53 reactivator: qHTS assay for re-activators of p53 using a Luc reporter; actives 0.063% (n = 320,000); H1299 p53-A138V BP100-luciferase reporter, luminescence, 24 h; Potency, µM (highest dose often 92.2 µM), for the others: at the top dose activity change, positive = activation, usual class: activators; further: % of control where 0% means no effect; nearly all actives have a fitted effect of over 45% in size
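p53-null H1299 cells stably carrying temperature-sensitive p53-A138V and a BP100-luciferase reporter were pinned with compounds (4-point, 1:5 series) and held 24 hrs at 37 deg C. Luminescence was read 10 min after detection reagent.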
Gal4-VP16 FLuc: VP16 counterscreen qHTS for inhibitors of ROR gamma transcriptional activity; Potency, µM (top dose mostly 53.6 µM), for the others: at the highest dose activity, negative = inhibition, most hits filed as inhibitors; actives 3.5% (n = 310,000); Drosophila S2 Gal4-VP16 UAS-luciferase, luminescence, 20 h;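 further: Gal4-VP16 expression switched on by copper sulfate through the metallothionein promoter; on the % scale 0 is the no-effect control and ±100 the full control effect; nearly all actives have a fitted effect of over 50% in size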
uPA surface inh: qHTS for Inhibitors of Cell Surface uPA Generation; cell surface uPA generation assay, qHTS; Potency, µM (highest dose often 38.3 µM), without a hit: top-dose activity change, negative = inhibition, hits mostly inhibitors; actives 0.31% (n = 330,000); AID 540303, 2011; active means well fitted inhibition curve with a large enough effect; inconclusive means small, poorly fitted or top-dose-only effect; inactive means no such curve, though single readings can be large or run the other way; tested in mouse RAW 264.7 cells; further: on the % scale 0 is the no-effect control and ±100 the full control effect; nearly all actives have a fitted effect of over 55% in size
BRCA1 expr up: qHTS Assay to Identify Small Molecule Activators of BRCA1 Expression | MCF7-BRCA1-FFLuc reporter, luminescence, 48 h; response scale: scaled: vehicle 0%, 10 µM genistein 100% | Potency, µM (doses to about 46.1 µM), for the others: at the highest dose activation, usual class: activators | actives 1.1% (n = 380,000); further: nearly all actives have a fitted effect of over 80% in size; some results filed as inactive show a strong effect at the top dose
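Cells: MCF7-BRCA1-FFLuc, 2000/well. Exposure: 48 h, 37 °C, 5% CO2. Read: luminescence, 15 min post-substrate. Controls: genistein 10 microM (maximal activation), DMSO (neutral).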
RORgamma inh: qHTS for inhibitors of ROR gamma transcriptional activity; Nuclear receptor ROR-gamma (Mus musculus), P51450; Drosophila S2 Gal4-RORgamma UAS-luciferase reporter, 20 h; Potency, µM (highest dose often 53.6 µM), without a hit: at the highest dose activity change, negative = inhibition, most hits filed as inhibitors; actives 5.4% (n = 310,000); further: on the % scale 0 is the no-effect control and ±100 the full control effect; nearly all actives have a fitted effect of over 60% in size
Target sequence (P51450 whole entry, looked up, the tested form may be a part): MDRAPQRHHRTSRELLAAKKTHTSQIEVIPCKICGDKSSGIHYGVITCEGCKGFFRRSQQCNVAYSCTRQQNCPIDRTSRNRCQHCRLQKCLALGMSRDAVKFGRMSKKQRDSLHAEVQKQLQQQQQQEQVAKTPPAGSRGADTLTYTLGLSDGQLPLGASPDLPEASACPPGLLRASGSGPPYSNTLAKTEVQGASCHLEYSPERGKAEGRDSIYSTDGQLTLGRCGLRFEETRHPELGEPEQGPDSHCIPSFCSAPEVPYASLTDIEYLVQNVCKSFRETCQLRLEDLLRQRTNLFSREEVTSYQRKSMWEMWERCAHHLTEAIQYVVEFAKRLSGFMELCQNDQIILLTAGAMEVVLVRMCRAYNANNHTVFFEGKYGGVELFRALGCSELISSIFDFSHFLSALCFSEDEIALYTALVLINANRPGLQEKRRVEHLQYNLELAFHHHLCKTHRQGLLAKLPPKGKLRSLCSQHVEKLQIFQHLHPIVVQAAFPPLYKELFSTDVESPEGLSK
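Read-out: Photinus luciferase luminescence; inhibitors lower reporter signal. Insect Schneider cells with Gal4-ROR gamma fusion under metallothionein promoter, UAS reporter; 700 uM final copper sulfate induction, 20 hr, ambient temperature.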
Rab9 prom act: qHTS Assay for Rab9 Promoter Activators. Huh7 Rab9 promoter-luciferase reporter, luminescence, 24 h. Potency, µM (series often up to 9.22 µM), inactives show at the top dose activation, negative = inhibition, most hits filed as activators. actives 2.8% (n = 320,000); further: % of control where 0% means no effect; nearly all actives have a fitted effect of over 60% in size
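Luminescence read-out: Huh7 cells stably expressing Rab9-luciferase, treated 24 h with compound at 37 °C, then lysed with luciferase reagent for 10 min at ambient before reading.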
MBNL1 CUG block: qHTS Assay for Inhibitors of MBNL1-poly(CUG) RNA binding | Potency, µM (series often up to 57.5 µM), without a hit: at the top dose activity change, negative = inhibition, most hits filed as inhibitors | actives 0.036% (n = 280,000) | TR-FRET MBNL1-His/biotin-(CUG)12 binding, 665/545 ratio | Muscleblind-like protein 1 (Homo sapiens), Q9NR56; active means well fitted inhibition curve with a large enough effect in the signal ratio, with a control signal flat, not every such curve was filed as active; inconclusive means small, poorly fitted or top-dose-only effect, or effect the other way, or a change in a side signal; inactive means no such curve, though single readings can be large or run the other way; the % refers to the signal ratio; further: on the % scale 0 is the no-effect control and ±100 the full control effect
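TR-FRET readout: Ex 340 nm, 665/545 nm emission ratio, normalized to buffer-only (basal) and MBNL1-(CUG)12 controls. Complex of MBNL1-His with Biotin-(CUG)12, compounds 92 nM–58 uM, incubated 60 min at room temperature.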
NPC1 promoter act: qHTS Assay for NPC1 Promoter Activators. Huh7 NPC1 promoter luciferase reporter, 24 h. AID 485313, 2010. Potency, µM (series often up to 9.22 µM), for inactives: top-dose activation, actives largely listed as activators. actives 2.4% (n = 320,000);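 further: % of control where 0% means no effect; nearly all actives have a fitted effect of over 60% in size; reporter is driven by a mutant NPC1 promoter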
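Huh7 reporter cells (NPC1 promoter driving luciferase) are dosed with compound for 24 h at 37 °C, 5% CO2; luciferase detection reagent is then added and luminescence measured after 10 min at ambient temperature.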
ELG1 genotox: qHTS screen for small molecules that induce genotoxicity in human embryonic kidney (HEK293T) cells expressing luciferase-tagged ELG1. Potency, µM (series often up to 46 µM), for the others: at the top dose activity change, positive = activation, hits mostly activators. HEK293T ELG1-luciferase reporter, luminescence, 16 h. actives 1.3% (n = 330,000); further: % of control where 0% means no effect; nearly all actives have a fitted effect of over 60% in size
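ELG1-luciferase HEK293T cells, 2,000/well; compound pinned in; 16 hr, 37 °C, 5% CO2; ONE-Glo, 30 min RT; luminescence on CCD imager.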
FLuc counter: qHTS profiling assay for firefly luciferase inhibitor/activator using purifed enzyme and Km concentrations of substrates (counterscreen for miR-21 project). actives 6.9% (n = 360,000). purified FLuc, Km substrates, luminescence inhibition. Potency, µM (titrated, usually from 57.5 µM), inactives show at the highest dose activity change, negative = inhibition, most hits filed as inhibitors. Luciferin 4-monooxygenase (Photinus pyralis), P08659;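 further: plate controls were vehicle for no effect and reference inhibitor for full effect; nearly all actives have a fitted effect of over 55% in size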
Target sequence (P08659 whole entry, looked up): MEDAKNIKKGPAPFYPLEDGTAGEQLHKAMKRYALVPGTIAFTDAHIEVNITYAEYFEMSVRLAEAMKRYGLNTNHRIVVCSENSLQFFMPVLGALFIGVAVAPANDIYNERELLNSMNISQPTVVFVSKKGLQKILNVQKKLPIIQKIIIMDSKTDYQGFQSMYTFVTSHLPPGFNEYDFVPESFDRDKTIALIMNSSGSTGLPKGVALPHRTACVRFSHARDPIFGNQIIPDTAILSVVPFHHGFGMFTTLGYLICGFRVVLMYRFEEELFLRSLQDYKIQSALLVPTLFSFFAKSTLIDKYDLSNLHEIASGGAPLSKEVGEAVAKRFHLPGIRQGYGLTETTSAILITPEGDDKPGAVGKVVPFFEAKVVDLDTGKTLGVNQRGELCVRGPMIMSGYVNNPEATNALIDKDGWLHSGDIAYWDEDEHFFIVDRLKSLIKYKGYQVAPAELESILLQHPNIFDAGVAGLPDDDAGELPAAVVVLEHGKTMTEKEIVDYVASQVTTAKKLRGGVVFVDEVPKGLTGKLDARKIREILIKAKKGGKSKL
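Biochemical qHTS of compounds, final roughly 60 µM downward over six points, against 10 nM purified firefly luciferase using Km concentrations of substrates (10 uM D-luciferin, 10 uM ATP) in Tris acetate pH 7.5 buffer; luminescence output.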
An asterisk follows results filed as active; ? = inconclusive; nt = no result given; & = joins results of further samples; [ ] = remark or other dose. Unless noted, the call rests on the fitted dose curve; in most records, active means well fitted curve in the direction sought with a large enough effect; inconclusive means small, poorly fitted or top-dose-only effect, or another doubt; inactive means no such curve, though single readings can be large; an effect the other way counts as inactive or inconclusive. Potency means the concentration at half of the fitted maximal effect. Not all compounds are listed (hit frequency here may not be typical).

Structure	MBNL1 CUG block	uPA surface inh	BRCA1 expr up	RORgamma inh	NPC1 promoter act	FLuc counter	MLL CXXC-DNA inh	ELG1 genotox	p53 reactivator	Gal4-VP16 FLuc	Rab9 prom act
COc1ccc(NC(=O)C2=CC(c3ccc(OC)c(OC)c3)=NS(=O)(=O)N2C)cc1	?	-5%	-31%	?	-3%	?	nt	-11%	nt	?	-7%
Cc1ccnc(NC(=O)Nc2ccc(F)cc2)c1	-2%	2%	?	?	1.4µM*	1.9µM*	3%	?	22%	-14%	0.56µM*
Nc1nonc1-n1nnc(C(=O)N/N=C/c2ccc(OCc3ccccc3F)cc2)c1CNc1ccccc1	-2%	0%	109%	-38%	-2%	2%	10%	5%	24%	-7%	2%
O=C(NCC1CCCO1)C1CC(=O)N(C2CCCC2)C1 (stereo not given)	10%	nt	4%	5%	0%	7%	6%	-1%	-2%	-4%	17%
COc1cc(C2c3sc(=O)[nH]c3SC3C(=O)N(c4ccc(C)cc4)C(=O)C32)ccc1O (stereo not given)	nt	-10%	1%	2%	-3%	4%	-7%	-1%	5%	6%	2%
CC(C)c1ccc(S(=O)(=O)N2CCN(C(=O)C3CCCCC3)CC2)cc1	3%	-19%	-21%	44%	1%	5%	23%	-3%	5%	-8%	1%
CCCC(=O)n1nc(-c2ccco2)nc1SCc1ccccc1	-13%	?	?	19%	13%	9.5µM*	118%[activator]	8%	?	?	17%
Cc1c(Cl)cccc1NC(=O)CSc1ncnc2c1cnn2CCc1ccccc1	24%	0%	16%	15%	0%	-1%	1%	-4%	3%	6%	-5%
Oc1oc(-c2ccc(Br)cc2)nc1/C=N/c1ccccn1	?	-2%	?	5%	23%	?	-2%	?	6%	-6%	?
CCOc1ccc(Nc2nc3c(c(=O)[nH]2)CCCC3)cc1	-4%	5%	38%	?	10%	-14%	3%	4%	?	10%	18%
O=C(CCSCc1cccc(Cl)c1)NCCc1ccccc1	-2%	4%	2%	7%	-1%	-3%	1%	5%	?	-5%	-3%
CC1(C)CC(=O)C(C=NCCN2CCN(C(=O)c3ccc(Br)cc3)CC2)=C(O)C1	-8%	-4%	2%	?	-1%	-10%	-2%	1%	0%	-4%	0%
CC(=O)c1cc2c(cc1N/C(=N/S(=O)(=O)c1ccc(Br)cc1)c1ccccc1)OCO2	-2%	-1%	-46%	11%	3%	-4%&-11%	-3%	9%	2%	3%	-6%
O=C(NC1CC2CCCC(C1)N2C(=O)Nc1ccccc1)c1ccccc1 (stereo not given)	3%	2%	-5%	0%	0%	-2%	-5%	-5%	7%	0%	-2%
CC(=O)Nc1ccc(S(=O)(=O)Nc2nc3c(s2)CCCC3)cc1	-3%	0%	-5%	?	-1%	-8%	-7%	6%	19%	-8%	-10%
CCN1C(=O)c2cccc3c(S(=O)(=O)Nc4ccc(O)c(C(=O)O)c4)ccc1c23	-3%	-5%	-2%	-1%	2%	?	-4%	-4%	-2%	19%	-4%
C=CCOn1c(=O)c(-c2ccc(C)cc2)[n+]([O-])c2ccccc21	?	1%	-18%	-18%	-1%	1%	43%	0%	1%	-6%	10%[1.84 µM]
O=C(CSc1nnc(CNC(=O)c2ccco2)o1)Nc1ccc(Cl)cc1	2%	-16%	-1%	-11%	3%	1%	5%	-3%	-5%	1%	2%
CC(=O)N1CCC(C(=O)Nc2ccccc2)(N(Cc2ccccc2)C(=O)c2cccnc2)CC1	-6%	-3%	-14%	16%	2%	1%	-2%	0%	-33%	0%	-2%
NC1=NC(c2cn(-c3ccccc3)nc2-c2cccs2)n2c(nc3ccccc32)N1 (stereo not given)	7%	2%	0%	-25%	5%	?	?	10%	7%	5%	-5%
Cc1csc2ncc(C(=O)NCc3ccco3)c(=O)n12	0%	-5%	-79%	-18%	2%	-1%	0%	3%	5%	0%	2%
CCOC(=O)c1ccc(NC(=O)c2ccc(NC(=O)c3ccccc3)cc2)cc1	14%	6%	18%	4%	-4%	-1%	5%	?	-2%	11%	-4%
C=C(C)C1CC=C(C)/C(=N/NC(=S)Nc2ccccc2)C1 (stereo not given)	1%	2%	-17%	1.1µM*	6%	-5%	14%	0%	11%	1.1µM*	9%
CCN1CCN(CCCNC(=O)c2ccc3c(c2)NC(=O)/C(=C\c2cccc(C)c2)S3)CC1	8%	?	-42%	?	0%	?	30%[activator]	15%	0%	?	1%
O=C(OCc1c(F)cccc1Cl)c1cccnc1Cl	2%	0%	4%	-7%	1%	5%	24%	-2%	-1%	-5%	-8%
CCOc1ccc(NC(=O)CN(C)C(=O)c2ccc(N3CCCCC3)c([N+](=O)[O-])c2)cc1OCC	nt	0%	-3%	nt	-2%	-10%	nt	1%	2%	nt	-7%
NNC(=O)c1ccc(Cn2cc(Br)c(N)n2)cc1	nt	-6%	9%	7%	-2%	-19%	?	0%	3%	-9%	0%
Cc1nn(C(C)C(=O)NCCCN2CCCCCC2)c(=O)c2cc3sccc3n12 (stereo not given)	0%	8%	12%	-21%	-3%	1%	14%	nt	nt	-7%	0%
COc1cc(OC)cc(C(=O)NC(c2ccccc2)c2ccccc2)c1	24%	3%	-6%	-43%	-4%	2%	10%	-3%	1%	?	-2%
COC(=O)C(CC(C)C)Oc1ccc2c(C)cc(=O)oc2c1 (stereo not given)	3%	2%	-12%	-8%	-2%	1%	-4%	-4%	-11%	3%	0%
CCOC(=O)c1cnc2scnn2c1=O	-1%	1%	-22%	-17%	5%	0%	-1%	-8%	?	-6%	-3%
CCC(C)(C)NC(=O)Cn1c(-c2ccccc2)cc(C(C)=O)c1C	-6%	?	-9%	3%	-4%	-5%	-6%	1%	-6%	-6%	-2%
Cc1cc(C)c2nc(-c3ccco3)cc(C(=O)O)c2c1	-28%	1%	-8%	-12%	-2%	?	-3%	3%	5%	0%	-7%
CN(Cc1ccccc1)S(=O)(=O)c1nnc(NC(=O)c2ccccc2F)s1	9%	5%	1%	14%	1%	?	6%	-5%	17%	0%	0%
COc1ccc(Nc2nc(C)cc(C)n2)cc1Cl	-9%	-1%	83%	22%	?	19µM*	0%	?	8%	23%	?
CC1CC(C)CN(C(=O)c2cccc3c2-c2ccccc2C3=O)C1 (stereo not given)	17%	6%	2%	3%	0%	2%	-13%	-1%	-7%	3%	-7%
O=C(NCCc1ccccc1)C1CCCN1S(=O)(=O)c1cccc2nsnc12 (stereo not given)	?	-1%	7%	-25%	-5%	1%	-2%	-5%	-8%	-8%	-2%
CNC(=S)NCc1ccc2[nH]c(C)cc2c1	-25%	-20%	5%	-30%	-2%	-6%	9%	4%	5%	2%	11%
Cc1ccccc1SCC(=O)NNC(=O)c1ccccc1O	-2%	-8%	-35%	-22%	4%	24µM*	-11%	?	-15%	-9%	20%
COc1ccc(/C=C/C(=O)Nc2cc(=O)n(C)c(=O)n2C)cc1	?	-6%	-22%	31%	1%	9.5µM*	17%	13%	?	-4%	-1%
CS(=O)(=O)c1ccc(-c2cccc(NC(=O)COc3ccccc3)c2)nn1	5%	2%	-3%	4%	1%	-17%	6%	8%	2%	0%	0%
COc1cccc(-c2nc(C(N)=O)c3[nH]c(=O)n(-c4cccc(Cl)c4)c3n2)c1OC	-5%	4%	-24%	44%	7%	0%	-10%	-6%	0%	9%	-12%
O=C(NCc1ccccc1F)C1CCCN(c2cnccn2)C1 (stereo not given)	-1%	-7%	27%	-12%	-6%	-1%	51%[activator]	0%	-1%	4%	-2%
